High-throughput results deposited in PubChem by National Center for Advancing Translational Sciences (NCATS).
HCMV antiviral: inhibitors of human cytomegalovirus. HFF cells, HCMV-luciferase reporter, 72 h; active compounds read low. activity change, negative = inhibition, % at 57.5 µM. 410,000 compounds, 4.5% hits. AID 1259415; in the data active = activity change below about -60%; inconclusive = no clear call, values can overlap the other calls; inactive = above about -39%
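Two-dose cell screen: HFF monolayers treated with compounds and infected with luciferase-expressing HCMV at 1 PFU/cell, 72 h at 37C, then lysed for luciferase measurement.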
Sm TGR block: blocks Schistosoma mansoni thioredoxin glutathione reductase. Q962Y6. purified TGR, DTNB reduction, TNB absorbance 405 nm. Potency, µM (doses to about 114 µM), without a hit: at the top dose activity change, negative = inhibition, hits mostly inhibitors. 360,000 compounds, 3% hits. AID 485364; note: potency is the fitted concentration of half-maximal effect; nearly all actives have a fitted effect of over 60% in size
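First, TGR (20 nM dispensed) and NADPH were mixed with compound. Second, a 15 min room-temperature incubation followed. Third, further NADPH and then DTNB were added to start the reaction. Finally, TNB absorbance was monitored kinetically.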
AMA1-RON2 inh: disrupts binding of P. falciparum AMA1 to RON2; AID 720542; 360,000 compounds, 0.2% hits; Potency, µM (series often up to 58.2 µM), inactives show at the highest dose activity change, negative = inhibition, hits mostly inhibitors; AlphaScreen AMA1-biotinylated RON2 peptide binding;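 note: potency is the fitted concentration of half-maximal effect; 0% = vehicle wells and -100% = peptide control; nearly all actives have a fitted effect of over 45% in size; some results filed as inactive show a strong effect at the top dose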
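AMA1 (3D7) with his tag at 25 nM final met compounds first, then biotinylated RON2 peptide at 25 nM; detection used donor plus acceptor beads, 10 µg/mL apiece, read by AlphaScreen after 30 min at room temperature.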
Tb PYK inh: inhibitors of Trypanosoma brucei pyruvate kinase; TbPYK enzyme, Kinase-Glo Plus ATP luminescence, 45 min; Potency, µM (series often up to 76.8 µM), for the others: at the highest dose activity, negative = inhibition, usual class: inhibitors; 410,000 compounds, 0.12% hits; note: potency is the fitted concentration of half-maximal effect; nearly all actives have a fitted effect of over 50% in size
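Readout: single end-point luminescence (Kinase-Glo Plus, 10 min). Reaction conditions were TbPYK/substrate plus 130 uM ADP, 45 min at RT, pH 7.2 TEA buffer. No-enzyme wells served as controls, and data were normalized before concentration-response fitting.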
AmpC detergent: inhibitors of E. coli AmpC beta-lactamase with detergent. P00811. AmpC hydrolysis of nitrocefin, absorbance 480 nm, 0.01% Triton. Potency, µM (series often up to 114 µM), without a hit: top-dose activity change, negative = inhibition, actives largely listed as inhibitors. 370,000 compounds, 0.041% hits. AID 485294;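 note: potency is the fitted concentration of half-maximal effect; 0% = no-compound wells and -100% = no-enzyme wells; nearly all actives have a fitted effect of over 25% in size; some results filed as inactive show a strong effect at the top dose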
Target sequence (P00811 whole entry, looked up): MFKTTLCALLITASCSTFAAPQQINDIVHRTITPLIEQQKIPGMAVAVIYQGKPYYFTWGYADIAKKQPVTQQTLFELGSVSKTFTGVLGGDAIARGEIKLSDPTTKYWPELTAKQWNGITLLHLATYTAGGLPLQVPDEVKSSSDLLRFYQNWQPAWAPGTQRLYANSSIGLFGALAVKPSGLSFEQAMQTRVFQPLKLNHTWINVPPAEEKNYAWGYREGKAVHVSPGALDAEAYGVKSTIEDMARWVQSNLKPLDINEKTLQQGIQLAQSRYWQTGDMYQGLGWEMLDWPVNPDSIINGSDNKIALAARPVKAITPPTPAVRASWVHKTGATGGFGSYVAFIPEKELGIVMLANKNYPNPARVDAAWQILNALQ
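AmpC (5.3 nM in the dispensed reagent) in 20 mM phosphate pH 7.0 with 0.01% (detergent screen) or 0.0001% Triton X-100 was preincubated with compounds for 15 min at room temperature. Nitrocefin was then added from an 800 uM solution, and hydrolysis was followed at 480 nm.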
LmPK inhibitor: inhibitors of Leishmania mexicana pyruvate kinase; Q27686; purified LmPK, Kinase-Glo ATP luminescence, 1 h; Potency, µM (top dose mostly 57.5 µM), without a hit: top-dose activity change, negative = inhibition, hits mostly inhibitors; 290,000 compounds, 0.37% hits; AID 1721; note: potency is the fitted concentration of half-maximal effect
Target sequence (Q27686 whole entry, looked up): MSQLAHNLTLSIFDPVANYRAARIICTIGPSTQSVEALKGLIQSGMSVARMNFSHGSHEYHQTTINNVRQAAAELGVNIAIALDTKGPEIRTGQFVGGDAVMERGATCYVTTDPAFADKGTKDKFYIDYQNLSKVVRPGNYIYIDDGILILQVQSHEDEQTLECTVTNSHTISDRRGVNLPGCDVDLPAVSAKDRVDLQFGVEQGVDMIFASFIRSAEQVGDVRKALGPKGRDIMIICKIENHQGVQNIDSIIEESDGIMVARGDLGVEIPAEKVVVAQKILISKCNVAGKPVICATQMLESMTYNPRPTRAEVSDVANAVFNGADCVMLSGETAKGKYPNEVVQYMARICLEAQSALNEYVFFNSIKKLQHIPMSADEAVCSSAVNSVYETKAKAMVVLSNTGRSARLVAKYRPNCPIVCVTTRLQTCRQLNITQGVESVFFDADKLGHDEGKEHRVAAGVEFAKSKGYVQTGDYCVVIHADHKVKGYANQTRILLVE
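ATP generated from ADP (0.1 mM) and PEP (0.5 mM) by 0.1 nM LmPK over 1 h at room temperature (pH 7.2 imidazole buffer) was detected by coupled luciferase luminescence. Values were normalized to uninhibited and no-enzyme wells.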
AmpC no deterg: blocks E. coli AmpC beta-lactamase in detergent-free assay; P00811; AID 485341; 330,000 compounds, 0.52% hits; AmpC nitrocefin hydrolysis, absorbance 480 nm, 0.0001% Triton; Potency, µM (series often up to 57.1 µM), inactives show top-dose activity change, negative = inhibition, most hits filed as inhibitors;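 note: potency is the fitted concentration of half-maximal effect; plate controls were no compound for no effect and no enzyme for full effect; nearly all actives have a fitted effect of over 20% in size; some results filed as inactive show a strong effect at the top dose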
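AmpC (5.3 nM in the dispensed reagent) in 20 mM phosphate pH 7.0 with 0.01% (detergent screen) or 0.0001% Triton X-100 was preincubated with compounds for 15 min at room temperature. Nitrocefin was then added from an 800 uM solution, and hydrolysis was followed at 480 nm.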
* = called active by the depositor; ? = inconclusive; nt = no result given; [ ] = remark or other dose. Unless noted, calls come from the whole dose curve; as a rule, active = well fitted curve in the direction sought with a large enough effect; inconclusive = small, poorly fitted or top-dose-only effect, or another doubt; inactive = no such curve, though single readings can be large; an effect the other way counts as inactive or inconclusive. Unless noted, % is set by controls: 0 for no effect and ±100 for the full control effect. The order is random. Share with any hit: about 7.4%.

(1) O=C(CSc1ccccc1)N1CCN(C(=O)c2ccco2)CC1
(2) O=C(Nc1nc(-c2ccc(S(=O)(=O)N3CCCCCC3)cc2)cs1)c1cccs1
(3) O=C(Nn1cnnc1)c1ccc(Cl)c([N+](=O)[O-])c1
(4) CCCCOC(=O)CCn1c(=S)oc2ccccc21
(5) O=C(NCC1CCCN1S(=O)(=O)c1cccs1)C(=O)Nc1ccccc1F (centres undefined)
(6) O=C(CN1CCN(c2ccccn2)CC1)NC1CCCCC1

screen / no.	1	2	3	4	5	6
HCMV antiviral	-35	-10	2	6	17	7
Sm TGR block	?	1%	-3%	9%	nt	-29%
AMA1-RON2 inh	11%	-13%	9%	15%	4%	1%
Tb PYK inh	7%	3%	3%	4%	-4%	1%
AmpC detergent	-1%	?	3%	-9%	nt	-14%
LmPK inhibitor	-2%	-1%	5%	1%	nt	1%
AmpC no deterg	-11%	?	-7%	-21%	nt	1%

Profiles as entered above. Values in the order: HCMV antiviral, Sm TGR block, AMA1-RON2 inh, Tb PYK inh, AmpC detergent, LmPK inhibitor, AmpC no deterg
Record of CCCCOC(=O)CCn1c(=S)oc2ccccc21 : 6, 9%, 15%, 4%, -9%, 1%, -21%
Record of O=C(Nn1cnnc1)c1ccc(Cl)c([N+](=O)[O-])c1 : 2, -3%, 9%, 3%, 3%, 5%, -7%

Additional compounds:
(7) O=C(Nc1ccc(Cl)cc1N1CCOCC1)C1CCCO1 (centres undefined)
(8) O=C(C(Cl)Cl)N1CC2CCC(CC2)C1
(9) COc1ccc(N2CC(C(=O)N[C@@H](CC(C)C)C(=O)NC3CCCCC3)CC2=O)cc1 (some centres undefined)
(10) CN1CCN(C(=O)/C(=C/c2ccc(F)cc2)NC(=O)c2ccccc2)CC1
(11) COc1ccc(CC(C)NCCC(c2ccccc2)c2ccccc2)cc1 (centres undefined)
(12) CCCn1nc(NC(=O)C2CCCO2)c2cc3cccc(C)c3nc21 (centres undefined)

screen / no.	7	8	9	10	11	12
HCMV antiviral	-10	-21	33	-23	2	8
Sm TGR block	2%	nt	-7%	6%	-3%	-2%
AMA1-RON2 inh	-3%	8%	5%	-3%	-2%	52%[activator]
Tb PYK inh	2%	3%	-1%	5%	0%	4%
AmpC detergent	-3%	nt	9%	-9%	2%	0%
LmPK inhibitor	-5%	nt	8%	7%	-4%	-3%
AmpC no deterg	-9%	nt	32%	-2%	3%	110%[activator]

(13) COc1ccc(NC(=O)c2cc3c(C)nn(-c4ccccc4)c3s2)c(OC)c1
(14) O=C(CC1SC(N2CCCCC2)=NC1=O)Nc1cccc(C(=O)NCc2ccc(F)cc2)c1 (centres undefined)
(15) Cc1sc2c(c1C)c(=O)n(CCc1ccccc1)c(=O)n2Cc1ccccc1Cl
(16) Cc1c(-c2cc(Br)ccc2O)nc2cc3c(cc2c1C)OCO3
(17) CC(C)c1cc(C(=O)N2CCCC(N3CCN(c4ccc(F)cc4)CC3)C2)no1 (centres undefined)
(18) Cc1noc(C)c1COC(=O)C1CC(O)CN1S(=O)(=O)c1ccc(Cl)cc1 (centres undefined)

screen / no.	13	14	15	16	17	18
HCMV antiviral	-10	-2	2	17	27	31
Sm TGR block	5%	-2%	-4%	-29%	-8%	11%
AMA1-RON2 inh	nt	-2%	nt	-13%	-5%	-3%
Tb PYK inh	-5%	2%	-3%	-2%	0%	-20%
AmpC detergent	11%	-14%	21%	?	-1%	-2%
LmPK inhibitor	nt	nt	nt	-1%	2%	6%
AmpC no deterg	nt	17%	nt	-35%	-5%	-16%

(19) CCOC(=O)c1cccc(NC(=O)CCc2nnc3ccc(N4CCN(C)CC4)nn23)c1
(20) Cc1occc1C(=O)NC1CCCCCC1
(21) Cc1c(Cl)cccc1NC(=O)CCn1cnnn1
(22) CCOc1ccc(C(CC(=O)O)NC(=O)C2c3ccccc3Oc3ccccc32)cc1 (centres undefined)
(23) O=C(COC(=O)CN1C(=O)C2CCCCC2C1=O)Nc1ccc(S(=O)(=O)N2CCOCC2)cc1 (centres undefined)
(24) Cc1cc(C)cc(N2CCn3c2nc2c3c(=O)n(Cc3c(F)cccc3Cl)c(=O)n2C)c1

screen / no.	19	20	21	22	23	24
HCMV antiviral	-12	29	-2	4	19	-32
Sm TGR block	-4%	2%	-3%	6%	4%	-4%
AMA1-RON2 inh	-6%	-3%	nt	5%	-4%	nt
Tb PYK inh	1%	-24%	-4%	1%	-9%	4%
AmpC detergent	-1%	?	-3%	-3%	-4%	22%
LmPK inhibitor	-3%	-7%	nt	0%	1%	nt
AmpC no deterg	16%	-17%	nt	-26%	-6%	nt

(25) Cc1cc(Cl)ccc1OCC(O)CNCCc1ccc(S(N)(=O)=O)cc1 (centres undefined)
(26) CCCCC(=O)Nc1ccc2c(c1)nc(CCN1CCN(C)CC1)n2C
(27) COc1ccc(S(=O)(=O)N2CCC(NC(=O)N3CCOCC3)CC2)cc1
(28) N#Cc1ccccc1Cn1cc(C(=O)c2cccs2)c2ccccc21
(29) O=C(Nc1nc(COc2ccccc2)cs1)C12CC3CC(CC(C3)C1)C2
(30) CC1(C(=O)O)Sc2[nH]c(=O)sc2C2c3ccccc3OC(=O)C21 (centres undefined)

screen / no.	25	26	27	28	29	30
HCMV antiviral	-5	29	-30	-81*	-84*	-4
Sm TGR block	-15%	0%	-4%	16%	-4%	-2%[11.4 µM]
AMA1-RON2 inh	0%	20%	-4%	-1%	17%	25%
Tb PYK inh	3%	-1%	1%	-2%	2%	-15%
AmpC detergent	3%	-3%	2%	2%	?	8%
LmPK inhibitor	2%	5%	-1%	-6%	2%	0%
AmpC no deterg	-11%	1%	-14%	-32%	-35%	-10%

(31) CC(=O)Nc1cccc(-c2ccnc3c2CC(C)(C(=O)Nc2ccccc2)O3)c1 (centres undefined)
(32) CC(C)(C)c1ccc(Cc2n[nH]c(=S)[nH]c2=O)cc1
(33) CC1Cc2ccccc2N1c1ncnc2c1nnn2Cc1ccccc1 (centres undefined)
(34) O=C(COc1ccccc1Cl)NCCCN1CCOCC1
(35) O=C(Nc1cccc(C(=O)O)c1)Nc1ccc2c(c1)OCO2
(36) CCC(=O)N1CCC(C)(C(=O)Nc2ccc(OC)c(OC)c2)C1 (centres undefined)

screen / no.	31	32	33	34	35	36
HCMV antiviral	?	?	?	57	-14	-5
Sm TGR block	nt	-2%	-2%	-16%	-4%	nt
AMA1-RON2 inh	7%	74%[activator]	14%	2%	-8%	6%
Tb PYK inh	-6%	2%	-1%	-2%	-16%	1%
AmpC detergent	nt	2%	-15%	-19%	?	nt
LmPK inhibitor	nt	1%	3%	-2%	-7%	nt
AmpC no deterg	nt	-35%	-15%	-12%	19%	nt

(37) COc1ccc(C(=O)NCCOc2cccc(Oc3ccccc3)c2)cc1OC
(38) CCn1c(C)[n+](CCCS(=O)(=O)[O-])c2cc(Cl)c(Cl)cc21
(39) CCOc1ccccc1NC(=O)c1cc2c(=O)n(Cc3cccnc3)ccc2nc1C
(40) C=CCn1c(CSc2nnc(-c3ccccc3)n2C)n[nH]c1=S
(41) O=C(O)c1cccc(N2C(=O)/C(=C/c3ccc(SCc4ccc(Cl)cc4)o3)SC2=S)c1
(42) Cc1nnc(-c2cnn(-c3ccccc3)c2N)n1Cc1ccccc1

screen / no.	37	38	39	40	41	42
HCMV antiviral	-16	37	2	23	?	29
Sm TGR block	0%	1%	-1%	7%	13µM*	0%
AMA1-RON2 inh	-15%	26%	nt	32%[activator]	?	33%[activator]
Tb PYK inh	-2%	1%	0%	-23%	?	-9%
AmpC detergent	1%	-1%	-4%	-2%	1%	-14%
LmPK inhibitor	nt	-2%	nt	-5%	3%	1%
AmpC no deterg	149%[activator]	-15%	nt	0%	-27%	-3%

(43) CC(C)C[C@@H](CO)N1CCN(C)CCC1=O
(44) O=C(c1cccc(S(=O)(=O)N2CCCC2)c1)N1CCOCC1
(45) Cn1c(C(N)=O)cnc1Sc1ncc(C(F)(F)F)cc1Cl
(46) Cc1cccc(C(=O)OCC(=O)NC(C)CCc2ccccc2)c1O (centres undefined)
(47) COC1C(C)=C(C)C(=O)N1Cc1ccc(F)cc1 (centres undefined)
(48) COC(=O)COc1ccc(-c2ccccc2)cc1C=O
(49) COCCNC(=O)C1CCCN(Cc2ccc(C(C)C)cc2)CC1 (centres undefined)
(50) COc1ccccc1C(=O)COC(=O)Cc1ccccc1F

screen / no.	43	44	45	46	47	48	49	50
HCMV antiviral	-28	-19	-13	68	6	-28	-25	-37
Sm TGR block	5%	-1%	-3%	0%	5%	-4%	nt	nt
AMA1-RON2 inh	15%	-8%	-5%	-4%	0%	-10%	-1%	22%
Tb PYK inh	4%	-3%	-2%	5%	-8%	-3%	1%	1%
AmpC detergent	8%	3%	-2%	2%	5%	-3%	nt	nt
LmPK inhibitor	7%	nt	-3%	1%	5%	-2%	nt	nt
AmpC no deterg	-6%	-5%	33%	-9%	-13%	1%	nt	-27%

5 of the compounds above, tab-delimited:
#	SMILES	HCMV antiviral	Sm TGR block	AMA1-RON2 inh	Tb PYK inh	AmpC detergent	LmPK inhibitor	AmpC no deterg
42	Cc1nnc(-c2cnn(-c3ccccc3)c2N)n1Cc1ccccc1	29	0%	33%[activator]	-9%	-14%	1%	-3%
43	CC(C)C[C@@H](CO)N1CCN(C)CCC1=O	-28	5%	15%	4%	8%	7%	-6%
44	O=C(c1cccc(S(=O)(=O)N2CCCC2)c1)N1CCOCC1	-19	-1%	-8%	-3%	3%	nt	-5%
45	Cn1c(C(N)=O)cnc1Sc1ncc(C(F)(F)F)cc1Cl	-13	-3%	-5%	-2%	-2%	-3%	33%
46	Cc1cccc(C(=O)OCC(=O)NC(C)CCc2ccccc2)c1O (centres undefined)	68	0%	-4%	5%	2%	1%	-9%
